All columns: NCI-60 one-dose screen, growth in % after 48 h at 10 µM unless noted; 100 = growth as untreated, 0 = no growth, -100 = all killed.
A549/ATCC = A549/ATCC NSCLC; AID 1794740; actives 3.7% (n = 81,000)
UACC-62 = UACC-62 melanoma. actives 5.4% (n = 81,000)
UACC-257 = UACC-257 melanoma; actives 4.4% (n = 78,000)
SK-MEL-28 = SK-MEL-28 melanoma; actives 4.1% (n = 81,000); AID 1794761
SK-MEL-2 = SK-MEL-2 melanoma; actives 4.7% (n = 77,000); AID 1794763
SK-MEL-5 = SK-MEL-5 melanoma. actives 6.4% (n = 80,000). AID 1794755
MDA-MB-435 = MDA-MB-435 melanoma; actives 7.8% (n = 82,000)
M14 = M14 melanoma; actives 6.2% (n = 80,000)
The depositor's hits bear a star; · = no result given. How the source made its calls: active means growth percent below 10; inactive means the rest.

SMILES | A549/ATCC | UACC-62 | UACC-257 | SK-MEL-28 | SK-MEL-2 | SK-MEL-5 | MDA-MB-435 | M14
CC(=O)Nc1nc(NC(C)=O)nc(-c2ccccc2)n1 | 106 | 96 | 109 | 111 | 99 | 103 | 102 | ·
C#CCOC(=O)C(N)CSSCC(N)C(=O)O (stereo not given) | 98 | 98 | 104 | 96 | 89 | 105 | 89 | 100
CC1CCCC(C)C1CO (stereo not given) | 103 | 104 | 102 | 103 | 96 | 93 | 94 | 93
Cc1cc2nc(N)c3c4ccccc4cn3c2cc1C | 97 | 93 | 110 | 116 | 102 | 93 | 100 | 100
Cc1cccc(NC(c2cc3cccc4ccc5cccc2c5c43)c2nnnn2C(C)(C)C)c1C (stereo not given) | 93 | 62 | 94 | 102 | · | 97 | 93 | 94
CCC(=O)OC(C)COc1ccccc1 (stereo not given) | 106 | 111 | 107 | 110 | 107 | 109 | 117 | 103
Cc1ccc(C(=O)NNC(=O)c2sc3ncc(-c4ccc(Br)cc4)n3c2C)cc1 | 92 | 98 | 108 | 105 | 115 | 97 | 101 | 107
NCC(=O)N/N=C/c1ccc([N+](=O)[O-])o1 | 83 | 91 | 91 | 109 | 101 | 102 | 115 | 106
O=C1O[C@H]2c3ccccc3-c3c4c(cc5c3[C@@H]2N1CC5)OCO4 | 90 | 80 | 88 | 120 | 98 | 93 | 100 | 99
COC(=O)c1ccc(Cn2cc(CSc3nc4ccccc4o3)nn2)cc1 | 107 | 98 | 107 | 107 | 112 | 107 | 98 | 107

Some of these compounds in order of formula weight, highest first:
SMILES | A549/ATCC | UACC-62 | UACC-257 | SK-MEL-28 | SK-MEL-2 | SK-MEL-5 | MDA-MB-435 | M14
Cc1cccc(NC(c2cc3cccc4ccc5cccc2c5c43)c2nnnn2C(C)(C)C)c1C (stereo not given) | 93 | 62 | 94 | 102 | · | 97 | 93 | 94
O=C1O[C@H]2c3ccccc3-c3c4c(cc5c3[C@@H]2N1CC5)OCO4 | 90 | 80 | 88 | 120 | 98 | 93 | 100 | 99
NCC(=O)N/N=C/c1ccc([N+](=O)[O-])o1 | 83 | 91 | 91 | 109 | 101 | 102 | 115 | 106

Remaining list, next part:
SMILES | A549/ATCC | UACC-62 | UACC-257 | SK-MEL-28 | SK-MEL-2 | SK-MEL-5 | MDA-MB-435 | M14
Cc1c(C(c2ccccc2)c2[nH]c3ccccc3c2C)[nH]c2ccccc12 | 85 | 80 | 95 | 97 | 78 | 91 | 104 | 93
Cc1nc([N+](=O)[O-])c(Sc2nncc(-c3ccccc3)n2)n1C | 96 | 82 | 30 | 89 | 95 | 96 | 76 | 88
CC(C)COC(=O)NC1c2ccccc2Oc2ccccc21 | 83 | 67 | 97 | 97 | 90 | 91 | 101 | 106
COc1ccc(/C=C2\SC(=S)NC2=O)cc1OC | 91 | 72 | 92 | 99 | 106 | 89 | 92 | 80
CNC(C)C(Nc1cc(OC)cc2cccnc12)c1ccccc1 (stereo not given) | 68 | 102 | 95 | 104 | 92 | 98 | 108 | 94
O=C1/C(=C2\SC(=S)N(C3CCCCC3)C2=O)SC(=S)N1C1CCCCC1 | 101 | 97 | 102 | 105 | 102 | 101 | 104 | 96
Cn1c(=N)oc(=O)c2ccccc21 | 108 | 99 | 94 | 109 | 107 | 101 | 104 | 100
Cc1ccc(S(=O)(=O)NC2(C(=O)O)CCCC2)cc1 | 106 | 106 | 111 | 112 | 111 | 110 | 123 | 106
Cn1c(=O)c2c(nc(NN)n2C)n(C)c1=O | 98 | 100 | 94 | 109 | 108 | 99 | 115 | 103
CC1CC(O)CC(C)(C)C1 (stereo not given) | 97 | 92 | 98 | 112 | 105 | 104 | 101 | 108
CC1(C)[C@@H](O[C@@H]2OC[C@@H](O[C@@H]3O[C@H](CO)[C@@H](O)[C@H](O)[C@H]3O[C@@H]3OC[C@@H](O)[C@H](O)[C@H]3O)[C@H](O)[C@H]2O[C@@H]2O[C@H](CO)[C@@H](O)[C@H](O)[C@H]2O)CC[C@]2(C)[C@H]3CC[C@]45OC[C@@]6(CC[C@](C)(C=O)C[C@H]64)[C@H](O)C[C@@]5(C)[C@]3(C)CC[C@@H]12 | -74* | -72* | -87* | -76* | -90* | -28* | -84* | -85*
Cc1ccccc1NC(=O)/C=C/c1ccc(OCCOc2ccc3c(C)cc(=O)oc3c2)cc1 | 96 | 92 | 101 | 91 | 103 | 93 | 90 | 98
C=C1[C@@H](O)CC[C@@H]2[C@@](C)(CCc3ccoc3)[C@H](C)CC[C@@]12C | 91 | 98 | · | 113 | 105 | 104 | 104 | 106
O=Cc1ccc2nc(C(Cl)(Cl)Cl)ccc2c1 | 108 | 106 | 103 | 105 | · | 95 | 100 | 82
CC1(C)OC(=O)CC1=O | 69 | · | 89 | 109 | 91 | 99 | 104 | 94
CCCC(=O)N(C(C)C)C(C)C | 99 | 93 | 90 | 126 | 102 | 95 | 95 | 92
N#Cc1nc2c(S(=O)(=O)c3ccc(Cl)cc3)c(N)n(CCCN3CCOCC3)c2nc1C#N | 79 | 74 | 57 | 66 | 83 | 92 | 45 | 56
COc1ccc(C(=O)c2sc3nc4c(c(-c5cccnc5)c3c2N)CCCC4)cc1OC | 82 | 88 | 98 | 78 | · | 60 | 92 | 118
C1CCC(N2CCN(C3CCCCC3)CC2)CC1 | 105 | 104 | 100 | 113 | 112 | 94 | 111 | 104
Cc1cc(=O)oc(C)c1C(=O)O | 111 | 101 | 109 | 113 | 115 | 112 | · | 119

Full records from above. Screens in order: A549/ATCC	UACC-62	UACC-257	SK-MEL-28	SK-MEL-2	SK-MEL-5	MDA-MB-435	M14
Profile of CCCC(=O)N(C(C)C)C(C)C : 99	93	90	126	102	95	95	92
Profile of C1CCC(N2CCN(C3CCCCC3)CC2)CC1 : 105	104	100	113	112	94	111	104

(next part)
SMILES | A549/ATCC | UACC-62 | UACC-257 | SK-MEL-28 | SK-MEL-2 | SK-MEL-5 | MDA-MB-435 | M14
NNC(=O)NC(N)=O | 105 | 107 | 100 | 110 | 103 | 104 | 112 | 101
CC1=Cc2cc(Cl)ccc2OC12C=Cc1cc(Cl)ccc1O2 (stereo not given) | 106 | 80 | 107 | 114 | 117 | 99 | 97 | 113
Fc1ccc(C2=NN(c3ccccc3)C(c3cccc(Nc4ccnc5cc(C(F)(F)F)ccc45)c3)C2)cc1 (stereo not given) | 84 | 88 | 93 | 95 | 86 | 94 | 99 | 91
CCN(Cc1ccccc1)c1cccc(C)c1 | 107 | 106 | 110 | 112 | · | 104 | 108 | 100
CC1(C)c2[nH]c3ccccc3c2C[C@]2(C)[C@H]3C(=O)C=C4[C@@H]5C[C@@](C)(C(N)=O)CC[C@]5(C)CC[C@@]4(C)[C@]3(C)CC[C@@H]12 | 66 | 71 | 83 | 93 | 82 | 72 | 84 | 80
COc1cccc(-c2nc3sccn3c2-c2ccnc(NCCCNS(=O)(=O)c3ccccc3)n2)c1 | 52 | 14 | 66 | 43 | 58 | 9.7* | 41 | 25
O=C(O)CC1S/C(=N/N=C/c2nc3ccccc3s2)NC1=O (stereo not given) | 96 | 114 | 105 | 117 | 116 | 97 | 102 | 90
O=CN1N=C(c2ccc(Cl)cc2)CC1c1cccc(Nc2ccnc3cc(C(F)(F)F)ccc23)c1 (stereo not given) | 61 | 64 | 52 | 91 | 58 | 1.2* | 54 | 74
O=[N+]([O-])c1cc(F)cc(F)c1Nc1ccc(F)cc1 | 98 | 98 | 111 | 110 | 99 | 118 | 109 | 107
COc1cccc(NC2=CC(=O)C(C)=C(C)C2=O)c1 | 101 | 92 | 55 | 97 | 84 | · | 7.3* | 97
CCNC(=O)C1CCCN1C(=O)C(CCCN=C(N)N)NC(=O)C(CC(C)C)NC(=O)C(CC(C)C)NC(=O)C(Cc1ccc(O)cc1)NC(=O)C(CO)NC(=O)C(Cc1c[nH]c2ccccc12)NC(=O)C(Cc1cnc[nH]1)NC(=O)C1CCC(=O)N1 (stereo not given) | 82 | 110 | 84 | 168 | 102 | 95 | 105 | 102
Cc1ccc2nc(-c3ccc(C(=O)N/N=C/c4ccc(N(C)C)cc4)cc3)[nH]c2c1 | 105 | 101 | 107 | 112 | 118 | 94 | 100 | 98
COC(=O)C(=C\c1ccc2c(c1)OCO2)/C(=C/c1ccc2c(c1)OCO2)C(=O)OC | 101 | 99 | 108 | 103 | 102 | 101 | 104 | 99
Cc1nc(NC(=O)COc2cccc(/C=C3\COc4ccccc4C3=O)c2)sc1C | 30 | -19* | -49* | -61* | -77* | -82* | -44* | -79*
Cc1nn(-c2ccc(Cl)cc2)c(=O)n1CCn1nnc2ccccc21 | 102 | 108 | 104 | 110 | 107 | 101 | 108 | 106
O=c1oc2cc(OS(=O)(=O)c3ccccc3)ccc2c2c1CCCCCC2 | 65 | 71 | 90 | 95 | 82 | 47 | 96 | 75
Fc1ccc(Cc2nnc(NC(=S)Nc3ccccc3)s2)cc1 | 100 | 99 | 105 | 105 | 124 | 105 | 102 | 106
Cc1cc2c(cc1Cl)ncn2C | 96 | 102 | 92 | 110 | 115 | 107 | 98 | 115
COC(=O)[C@]12CC[C@@H](C(=O)/C=C/c3cccnc3)[C@@H]1[C@H]1CC[C@@H]3[C@@]4(C)CC[C@H](O)C(C)(C)[C@@H]4CC[C@@]3(C)[C@]1(C)CC2 | 66 | 81 | 75 | 97 | 92 | 87 | 89 | 91
Nc1ccc(/C=C2\NC(=O)NC2=O)c(Cl)c1 | 96 | 91 | 96 | 104 | 96 | 100 | 95 | 90
Cc1ccc[n+](CC(=O)c2ccc([N+](=O)[O-])cc2)c1 | 103 | 105 | 96 | 109 | 107 | 98 | 111 | 111
Cn1c(=O)cc(OCC(=O)N/N=C/c2ccccc2)c2ccccc21 | 104 | 94 | 103 | 99 | 104 | 97 | 105 | 100
CNC1=C(Br)C(=O)c2c(C(=O)OC)c(C)nc(C)c2C1=O | 58 | 1.4* | 56 | 91 | 52 | -91* | -67* | 31
CCN(CC)CCCNc1cc(OC)cc2cccnc12 | 108 | 110 | 107 | 126 | 109 | 95 | 115 | 127
O=c1[nH]ncc(N/N=C(/C=C/c2ccc(C/C(=N/Nc3cn[nH]c(=O)c3Cl)c3ccccc3)cc2)c2ccccc2)c1Cl | 84 | 45 | 81 | 101 | 86 | 84 | 88 | 88
Cn1cc(-c2csc(-c3cn(C(=O)OC(C)(C)C)c4ccccc34)n2)c2cccnc21 | 53 | 62 | 83 | 79 | 66 | 64 | 11 | 55
CC(C)c1nc2ccccc2n1CC(=O)N/N=C/c1ccc(O)cc1 | 98 | 94 | 100 | 108 | 98 | 101 | 108 | 98
Clc1ccc(-c2nc3ccccc3[nH]2)c(Cl)c1 | 81 | 97 | 84 | 113 | 121 | 92 | 100 | 100
Cn1c(=O)[nH]c(-c2cccc([N+](=O)[O-])c2)c(C#N)c1=O | 100 | 97 | 106 | 104 | 109 | 99 | 106 | 100
O=C(O)C(=O)c1cccc([N+](=O)[O-])c1 | 97 | 89 | 95 | 105 | 103 | 99 | 102 | 102
COc1cccc2cc(N(C)c3nc(C)nc4ccsc34)ccc12 | 7.7* | 43 | 38 | 59 | 13 | -63* | -16* | 9.9*
C/C(Cc1ccc([N+](=O)[O-])cc1[N+](=O)[O-])=N\O | 99 | 97 | 103 | 114 | 123 | 117 | 103 | 98

Reprinted at random: 2 compounds from above, in no set order.
SMILES | A549/ATCC | UACC-62 | UACC-257 | SK-MEL-28 | SK-MEL-2 | SK-MEL-5 | MDA-MB-435 | M14
O=C1/C(=C2\SC(=S)N(C3CCCCC3)C2=O)SC(=S)N1C1CCCCC1 | 101 | 97 | 102 | 105 | 102 | 101 | 104 | 96
Fc1ccc(C2=NN(c3ccccc3)C(c3cccc(Nc4ccnc5cc(C(F)(F)F)ccc45)c3)C2)cc1 (stereo not given) | 84 | 88 | 93 | 95 | 86 | 94 | 99 | 91

Screens deposited in PubChem BioAssay by NCI.
